GLP-1R inv ag: qHTS of GLP-1 Receptor Inverse Agonists (Inhibition Mode) | AID 624417, 2012 | Potency, µM (doses to about 38.3 µM), for the others: at the top dose activity change, negative = inhibition, hits mostly inhibitors | Glucagon-like peptide 1 receptor (Homo sapiens), P43220 | HEK293 GLP-1R CRE-luciferase, luminescence, 24 h; GLP-1R form is constitutively active | 410,000 compounds, 1.6% hits; further: potency means the concentration at half of the fitted maximal effect; on the % scale 0 is the no-effect control and ±100 the full control effect; nearly all actives have a fitted effect of over 55% in size
Target sequence (P43220 whole entry, looked up): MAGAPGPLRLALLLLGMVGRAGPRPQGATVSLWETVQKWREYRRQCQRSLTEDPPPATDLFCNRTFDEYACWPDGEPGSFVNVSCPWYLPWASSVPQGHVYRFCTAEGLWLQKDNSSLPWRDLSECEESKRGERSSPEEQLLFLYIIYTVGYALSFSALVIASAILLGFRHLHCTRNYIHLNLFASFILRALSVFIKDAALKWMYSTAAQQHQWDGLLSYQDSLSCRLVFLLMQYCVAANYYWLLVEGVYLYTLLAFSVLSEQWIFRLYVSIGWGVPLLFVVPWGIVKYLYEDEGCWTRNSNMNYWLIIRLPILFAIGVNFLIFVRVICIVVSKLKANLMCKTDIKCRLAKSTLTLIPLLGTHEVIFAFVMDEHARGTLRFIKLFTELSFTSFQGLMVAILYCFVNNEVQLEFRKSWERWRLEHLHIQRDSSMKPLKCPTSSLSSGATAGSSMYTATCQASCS
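Stable HEK293 clone (constitutively active GLP-1R + cAMP-response luciferase); 200 cells/uL plated, 12 h pre-culture, compound 24 hr, 37 deg C/5% CO2; detection reagent 12 min RT; luminescence.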
MmCpn inh: Inhibitors of TCP-1 ring complex (TRiC) of Methanococcus maripaludis (MmCpn): qHTS | Chaperonin Mm-Cpn (Methanococcus maripaludis) | purified Mm-Cpn ATPase, ADP Transcreener TR-FRET | Potency, µM (titrated, usually from 76.9 µM), without a hit: at the highest dose activity, negative = inhibition, most hits filed as inhibitors | 330,000 compounds, 0.031% hits; further: potency means the concentration at half of the fitted maximal effect; on the % scale 0 is the no-effect control and ±100 the full control effect; nearly all actives have a fitted effect of over 80% in size
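Inhibition of chaperonin ATP hydrolysis is measured as reduced ADP production, detected by competitive TR-FRET in which signal falls with ADP. Final enzyme 25 nM and ATP 10 uM, reacted 30 min at 37°C.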
GLP1R cytotox: qHTS of GLP-1 Receptor Inverse Agonists: Cytotox Screen; HEK293 cAMP-luciferase reporter cells, luminescence, 24 h; Potency, µM (titrated, usually from 38.3 µM), for inactives: at the highest dose activity change, negative = inhibition, hits mostly inhibitors; 410,000 compounds, 0.13% hits;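 further: loss of luciferase light is scored as toxicity; potency means the concentration at half of the fitted maximal effect; on the % scale 0 is the no-effect control and ±100 the full control effect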
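Seeding density was 200 cells/uL; after overnight-length (12 h) culture, 23 nL compounds went on for 24 h at 37 °C. Readout used a luciferase detection reagent, luminescence taken after 12 min at room temperature.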
aSyn rescue: qHTS of alpha-syn Inhibitors; AID 652106, 2013; Potency, µM (series often up to 46.1 µM), for inactives: at the highest dose growth rescue (activation), actives largely listed as activators; Yeast expressing alpha-synuclein, growth rescue, BacTiter-Glo, 24 h; 370,000 compounds, 0.14% hits; further: potency means the concentration at half of the fitted maximal effect; % of control where 0% means no effect; nearly all actives have a fitted effect of over 65% in size
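Rescue of yeast growth: cells expressing toxic alpha-synuclein, induced in galactose at OD600 0.02, incubated with compound 24 h at 30 C. ATP luminescence quantified growth; inhibitors of toxicity appear as activators.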
PTHR1 agonist: qHTS for PTHR1 Agonists: Primary Screen. Parathyroid hormone/parathyroid hormone-related peptide receptor (Homo sapiens), Q03431. HEK293 GP2 PTHR1 cells, GloSensor cAMP luminescence, 1 h. Potency, µM (top dose mostly 115 µM), without a hit: at the top dose activation, hits mostly activators. 410,000 compounds, 0.075% hits. AID 743266, 2014; further: potency means the concentration at half of the fitted maximal effect; nearly all actives have a fitted effect of over 55% in size; some results filed as inactive show a strong effect at the top dose; inactives centre near -15; many of its hits are not listed in these tables
Target sequence (Q03431 whole entry, looked up): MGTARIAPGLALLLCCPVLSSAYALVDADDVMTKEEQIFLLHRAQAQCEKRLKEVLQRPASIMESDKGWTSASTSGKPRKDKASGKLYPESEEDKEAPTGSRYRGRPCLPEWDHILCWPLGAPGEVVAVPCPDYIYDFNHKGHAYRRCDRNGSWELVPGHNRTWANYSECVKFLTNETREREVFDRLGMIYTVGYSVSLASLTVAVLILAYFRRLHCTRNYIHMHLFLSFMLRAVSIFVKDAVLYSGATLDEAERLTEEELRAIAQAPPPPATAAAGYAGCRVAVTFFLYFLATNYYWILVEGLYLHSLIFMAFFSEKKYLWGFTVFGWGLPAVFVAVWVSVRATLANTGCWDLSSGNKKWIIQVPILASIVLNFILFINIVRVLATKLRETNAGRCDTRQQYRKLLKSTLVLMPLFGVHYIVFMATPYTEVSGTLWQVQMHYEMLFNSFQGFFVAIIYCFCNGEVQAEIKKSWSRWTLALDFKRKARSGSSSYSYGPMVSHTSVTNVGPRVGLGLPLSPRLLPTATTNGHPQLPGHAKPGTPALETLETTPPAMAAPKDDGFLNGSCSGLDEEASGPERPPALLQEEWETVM
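HEK-293-derived GP2 cells expressing PTHR1 and a GloSensor cAMP reporter, 3,000/well, plated overnight, given luciferin plus IBMX (each 0.5 mM as added) for 1 h at 37 °C, then compound for 1 h at 37 °C. Luminescence was read after 15 min at room temperature.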
Akt phos inh: HTS Assay for Inhibitors of Akt Phophorylation: Primary Screen. Neuro2A IGF-stimulated pAkt S473 HTRF, 20 min; active compounds read low. activity change, % for hits at 50 µM. 360,000 compounds, 0.32% hits. AID 651550, 2012; in the data active means activity change below about -80%; inconclusive means mostly about -51% to -80%; further: on the % scale 0 is the no-effect control and ±100 the full control effect
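Single-point screen (50 µM final compound) in Neuro2A cells stimulated 20 min with 6 nM IGF at 37 deg C. After lysis, Ser473-phosphorylated Akt read by HTRF (ex 330 nm, em 615/665 nm) as the 665/615 ratio.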
Abeta rescue: qHTS for compounds that reverse cellular toxicity of Amyloid beta (A-beta) peptide in yeast: Primary Screen; AID 1347071, 2019; Potency, µM (series often up to 46.1 µM), for the others: at the top dose growth rescue, usual class: activators; 410,000 compounds, 0.063% hits; yeast expressing A-beta42, growth rescue, OD600, 48 h; response scale: 0% DMSO, 100% iron-clioquinol control; further: potency means the concentration at half of the fitted maximal effect; nearly all actives have a fitted effect of over 55% in size
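Yeast A-beta toxicity model in growth medium with pinned compounds, 48 h at 30 C; growth read as absorbance at 600 nm. Normalized to FeCl3/clioquinol equimolar mix (positive) and DMSO (negative).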
TDP-43 yeast inh: qHTS of TDP-43 Inhibitors; TDP-43 expressing yeast growth rescue, BacTiter-Glo, 24 h; Potency, µM (doses to about 46.1 µM), for the others: at the top dose growth rescue (activation), hits mostly activators; 410,000 compounds, 1.8% hits; further: potency means the concentration at half of the fitted maximal effect; % of control where 0% means no effect; nearly all actives have a fitted effect of over 50% in size
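Galactose-induced TDP-43 yeast, OD600=0.02, compound pinned; 24 hr, 30 deg C; BacTiter-Glo luminescence for growth. Inhibitors of TDP-43 toxicity read as activators.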
FUS yeast rescue: qHTS for Suppressors of FUS Proteinopathy: Primary screen using FUS-linked yeast assay; S. cerevisiae FUS-expressing, growth rescue, OD600, 24 h; Potency, µM (doses to about 76.6 µM), for inactives: at the top dose growth rescue (activation), hits mostly activators; 390,000 compounds, 0.24% hits;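 further: potency means the concentration at half of the fitted maximal effect; plate controls were DMSO vehicle for no effect and reference control for full effect; nearly all actives have a fitted effect of over 55% in size; some results filed as inactive show a strong effect at the top dose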
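Yeast expressing FUS under galactose induction, OD 0.005 in 2% galactose medium; compounds in a dilution series, 24 h at 30C. Growth rescue by absorbance at 600 nm; CP55940 positive control, DMSO negative.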
An asterisk follows results filed as active; i = inactive; ? = inconclusive; . = not tested or not shown; & = joins results of further samples; [ ] = dose if it differs, or a comment. Unless noted, the call rests on the fitted dose curve; in most records, active means well fitted curve in the direction sought with a large enough effect; inconclusive means small, poorly fitted or top-dose-only effect, or another doubt; inactive means no such curve, though single readings can be large; an effect the other way counts as inactive or inconclusive.

SMILES | GLP-1R inv ag | MmCpn inh | GLP1R cytotox | aSyn rescue | PTHR1 agonist | Akt phos inh | Abeta rescue | TDP-43 yeast inh | FUS yeast rescue
CCCSc1nc2c([nH]c3ccccc32)c(=O)n1C | 6% | . | 4% | . | -4% | . | 5% | 11% | -17%
CCCCCC(=O)Nc1nnn(CCC)n1 | -4% | -4% | 5% | 0% | i | i | 4% | -5% | -12%
CN(C)c1nc(N)nc(CSc2nnnn2C)n1 | 16% | 2% | 61%[activator] | -9% | i | i | 1% | -5% | -17%
COCCOC(=O)c1[nH]c2c(c1C)C(=O)CC(c1ccc(OC)c(OC)c1)C2 (configuration not stated) | 3% | 0% | 1% | 5% | -25% | i | 11% | 2% | -1%
O=C(O)CC(CC(=O)O)n1cccc1 | 17% | . | 0% | 0% | i | i | 9% | 6% | .
COC(=O)C[C@H]1C=C[C@H](NC(=O)Nc2ccccc2OC)[C@@H](CO)O1 | 3% | . | -9% | 0% | -7% | i | 1% | 13% | -5%
CCCN(CC(=O)Nc1cc(C)on1)S(=O)(=O)c1cccc(C(F)(F)F)c1 | -29% | 2% | 5% | -1% | -18% | i | 10% | . | 25%
Cc1ccc(S(=O)(=O)N2[C@@H](c3ccccc3F)C(C(=O)O)=CC[C@H]2c2ccc3c(c2)OCO3)cc1 | -2% | 0% | -4% | 1% | 0% | i | 4% | 25% | -21%
Cc1cc2c(c(=O)n1CCN(C)C)C(c1ccc(Cl)cc1)C(C#N)=C(N)O2 (configuration not stated) | 0% | -1% | 0% | -6% | -1%[57.5 µM] | i | -13% | -21% | 24%
Cn1c(NC(=O)/C=C/c2ccccc2)cc(=O)n(C)c1=O | 5% | 2% | 8% | 9% | i | i | 2% | 15% | -7%
Cc1cc(NC(=O)CCC(=O)N(c2ccccc2)C(C(=O)NC2CCCC2)c2ccccc2F)no1 (configuration not stated) | -6% | 0% | -9% | 6% | i | i | -8% | -7% | 21%
CCN1CCc2c(sc(NC(=O)c3ccc(S(=O)(=O)N(C)c4ccccc4)cc3)c2C(=O)NC)C1 | -55% | 0% | 23% | 9% | -62%[inhibitor] | i | -5% | -3% | 24%
C=CCc1ccc(OCc2ccc(C(=O)O)o2)c(OC)c1 | ? | 0% | -3% | 0% | -22% | i | -1% | 1% | -4%
COc1ccc(NC(=O)NC(C)c2ccncc2)cc1OC (configuration not stated) | 0% | -1% | 4% | 1% | i | i | -2% | -15% | 3%
COc1ccccc1NCC(=O)NN=C1CCS(=O)(=O)c2ccc(F)cc21 | -7% | 0% | -2% | 0% | -21% | i | 0% | 16% | .
Cc1onc(-c2ccccc2)c1C(=O)N(Cc1ccccn1)Cc1ccccn1 | 4% | 1% | 0% | 12% | -16% | i | -6% | 2% | 1%
CCC(=O)N1CCCc2cc(S(=O)(=O)N3CCC(C(=O)Nc4cccc(Cl)c4)CC3)ccc21 | -26% | . | 0% | . | -10% | . | 0% | -9% | ?
COc1ccc(N=N/C(=C\O)C(=O)c2cccs2)cc1 | ? | 1% | -20% | -43%[inhibitor] | -13% | i | -44%[inhibitor] | ? | 0%
COc1cccc(C(C)(O)c2nc(-c3ccc(OC)nc3)cs2)c1 (configuration not stated) | -11% | . | 4% | -12% | -47%[inhibitor] | i | 6% | ? | 0%
CN1CCN(C(=O)Nc2ccccc2CC[N+](=O)[O-])CC1 | -12% | -1% | 4% | 1% | -15% | i | -2% | 15% | 17%
COc1cccc(CNC(=O)CCS(=O)(=O)c2cccc3nonc23)c1 | -25% | 0% | 8% | 9% | 22% | i | 10% | 17% | 37%
CCN(CC)C(=O)C1=C(C)Nc2nc3ccccc3n2C1c1ccc(Cl)cc1 (configuration not stated) | -7% | . | 0% | . | -23% | . | -10% | 20% | -23%
CC(=O)c1ccc(OC(=O)c2cccs2)cc1 | 3% | 1% | -1% | 6% | -5%[57.5 µM] | i | 17% | 13% | 9%
COc1ccccc1OCC(=O)NCCNC(=O)COc1ccccc1OC | 0% | 0% | -19% | -24% | i | i | 8% | -8% | 16%
O=C(CN1C(=O)COc2ccccc21)N1CCCc2ccccc21 | 0% | -2% | -11% | 5% | i | i | 24% | 25% | 11%
CCCc1nc2nc(C)c(NS(=O)(=O)c3ccc(C)c(C)c3)c(=O)n2[nH]1 | 9%&-9% | . | -2%&9% | 0% | -25% | i | 9%&-4% | 0%&14% | -12%&-11%
COc1ccc(N2CCN(S(=O)(=O)c3c[nH]c(=O)[nH]c3=O)CC2)cc1 | 26% | -5% | -9% | -2% | -4% | i | -9% | -16% | 25%
COc1ccc(C)cc1N(C(=O)COc1ccccc1)c1nc2ccccc2s1 | 0% | -1% | 16% | -19% | -14% | i | -7% | 8% | .
CCC1CCCCN1C(=O)COc1ccc2c(c1)OCO2 (configuration not stated) | -10% | 0% | -20% | -4% | ? | i | -1% | -1% | -12%
COc1ccccc1NC(=O)c1sc2nc(-c3cc4cc(Cl)ccc4oc3=O)[nH]c(=O)c2c1C | 16% | . | -12% | . | -2% | . | -1% | 9% | 1%
COc1cc([N+](=O)[O-])ccc1NC(=S)Nc1cc(C(=O)OC(C)C)cc(C(=O)OC(C)C)c1 | -24% | 0% | -21% | 4% | -9% | i | 11% | 13% | 5%
CCOC(=O)N/N=C/c1c[nH]c2ccccc12 | 7% | 3% | 0% | -5% | i | i | 3% | 24% | -29%
OC(c1ccc(F)cc1)(C1CCCCC1)C(CN1CCOCC1)c1ccccc1 (configuration not stated) | ? | 0% | -7% | 15% | -74%[inhibitor] | i | 20% | 4% | 35%
CCc1nn2c(N(C)CCO)cc(C)nc2c1-c1ccc(F)cc1 | -10% | -5% | -11% | 3% | i | i | 11% | 11% | -2%
Cc1cc(OCC(=O)N(Cc2sccc2C)C2CCS(=O)(=O)C2)ccc1Cl (configuration not stated) | ? | . | -9% | . | -25% | . | 0% | 26% | ?
COc1cccc(CNC(=O)CCC2CCCN(C(=O)c3cscn3)C2)c1 (configuration not stated) | -3% | 0% | -1% | -2% | 19% | i | -6% | 1% | -5%
CN1CCC(C(=O)C(=O)O)C1=O (configuration not stated) | 0% | . | 10% | 1% | ? | i | -13% | -16% | .
COc1ccc(-c2noc(-c3ccc(N4CCCCC4C)c([N+](=O)[O-])c3)n2)cc1OC (configuration not stated) | 16% | . | 0% | . | -12% | . | -21% | 16% | 4%
CCCN(CCC)c1cc(C)nc2nc(-c3ccc(Cl)cc3)nn12 | -9% | . | 0% | . | i | . | -1% | 0% | -4%
CC(=O)c1cccc(NC(=O)CN2C(=O)CC(c3ccc(C)cc3C)=Nc3ccccc32)c1 | 5% | . | 8% | . | 30% | . | -14% | 2% | -11%

The list goes on, overlapping the part above by three compounds.
SMILES | GLP-1R inv ag | MmCpn inh | GLP1R cytotox | aSyn rescue | PTHR1 agonist | Akt phos inh | Abeta rescue | TDP-43 yeast inh | FUS yeast rescue
COc1ccc(-c2noc(-c3ccc(N4CCCCC4C)c([N+](=O)[O-])c3)n2)cc1OC (configuration not stated) | 16% | . | 0% | . | -12% | . | -21% | 16% | 4%
CCCN(CCC)c1cc(C)nc2nc(-c3ccc(Cl)cc3)nn12 | -9% | . | 0% | . | i | . | -1% | 0% | -4%
CC(=O)c1cccc(NC(=O)CN2C(=O)CC(c3ccc(C)cc3C)=Nc3ccccc32)c1 | 5% | . | 8% | . | 30% | . | -14% | 2% | -11%
CCn1cc(C(=O)NCc2ccccc2OC)c(=O)c2cc(S(=O)(=O)N3CCCCC3)ccc21 | 8% | . | 2% | . | -94%[inhibitor] | . | -4% | -23% | -5%
COc1ccc(C(=O)N2CCN(c3ccccc3)CC2)cc1S(=O)(=O)N1CCOCC1 | -9% | -1% | 4% | -4% | 2% | i | -8% | -2% | 26%
O=C(CSc1nc2ccccc2c(=O)n1-c1ccccc1F)NC1CC1 | -16% | 0% | -8% | 2% | i | i | -8% | -29% | 13%
CCCC(C)C(=O)Nc1ccc(Cl)cn1 (configuration not stated) | ? | 1% | -1% | 0% | -34%[inhibitor] | i | 1% | 9% | 14%
COc1ccc(Nc2cc(C)nc(N3CCOCC3)n2)cc1 | -22% | -3% | 73%[activator] | -6% | -34%[inhibitor][57.5 µM] | i | 13% | -12% | -2%
CO/N=C(\N)c1nonc1N | 2% | 4% | 11% | -5% | ? | i | -8% | -25%[1.82 µM] | 8%
C[C@]12c3[nH]c4ccc(Cl)cc4c3CCN1C(=O)[C@@H](CC(=O)NCCN1CCOCC1)C[C@@H]2C(=O)N1CCOCC1 | -7% | -2% | -6% | 0% | i | i | -1% | 12% | 5%
N=c1n(CCO)c2ccccc2n1CCOc1ccc(Cl)cc1Cl | ? | 1% | -29% | 1% | -2% | i | 1% | 13% | 7%
COc1cc(C(=O)O)ccc1OCc1ccncc1 | -2% | 2% | 2% | -2% | -22% | i | -9% | 10% | -18%
N/C(=N\OC(=O)Cc1ccccc1[N+](=O)[O-])c1cccnc1 | 11% | 2% | -9% | 0% | i | i | -5% | 19% | ?

Source: PubChem

Some of the compounds tested; count on the stated rates, not on these rows.
